Compound activity: PubChem, National Center for Advancing Translational Sciences (NCATS)
D2 agonist: activates the human D2 dopamine receptor | activation, % at 2 µM | 340,000 tested, 0.53% active | P14416 | HEK293 T-REx D2 cells, calcium flux agonist mode;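 active means activation over 3 SD above normal in the single-dose calcium agonist read, cut at about 30% in these data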; further: 0% is about no effect
Target sequence (P14416 whole entry, looked up): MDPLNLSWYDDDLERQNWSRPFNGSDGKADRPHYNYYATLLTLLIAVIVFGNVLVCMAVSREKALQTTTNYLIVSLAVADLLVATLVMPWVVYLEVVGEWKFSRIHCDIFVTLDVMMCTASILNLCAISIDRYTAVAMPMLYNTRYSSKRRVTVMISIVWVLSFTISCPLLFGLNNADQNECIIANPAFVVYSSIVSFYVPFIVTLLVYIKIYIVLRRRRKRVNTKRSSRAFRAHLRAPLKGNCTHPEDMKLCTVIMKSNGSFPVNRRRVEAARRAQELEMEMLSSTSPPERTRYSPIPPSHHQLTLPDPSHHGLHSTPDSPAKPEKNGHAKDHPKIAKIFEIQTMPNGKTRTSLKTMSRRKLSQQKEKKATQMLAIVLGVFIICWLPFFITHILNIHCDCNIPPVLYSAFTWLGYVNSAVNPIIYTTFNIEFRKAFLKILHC
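In this primary screen, compounds producing a positive calcium signal within 180 s of addition to tetracycline-induced, force-coupled HEK293 Trex D2 cells are flagged; cells are dye-loaded with a no-wash calcium kit beforehand.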
TrxR1 substrate: substrates of rat thioredoxin reductase 1; AID 588456; Potency, µM (series often up to 114 µM), inactives show at the top dose activity change, negative = substrate turnover; O89049; purified TrxR1 substrate turnover, NADPH consumption readout; 390,000 tested, 0.01% active; further: potency means the concentration at half of the fitted maximal effect; on the % scale 0 is the no-effect control and ±100 the full control effect; nearly all actives have a fitted effect of over 50% in size
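Rat TrxR1, dispensed at 90 nM, was prereduced with 400 uM NADPH (final) for 5 min at ~22 deg C, then incubated with compound 15 min before 400 uM selenite. A first-read NADPH fluorescence drop versus no-compound background flagged substrates.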
TrxR1 inh: rat TrxR1 inhibition. recombinant rTrxR1, NADPH fluorescence consumption, selenite substrate. Potency, µM (titrated, usually from 114 µM), without a hit: at the highest dose activity change, negative = inhibition, actives largely listed as inhibitors. 390,000 tested, 1% active; further: potency means the concentration at half of the fitted maximal effect; on the % scale 0 is the no-effect control and ±100 the full control effect; nearly all actives have a fitted effect of over 65% in size
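Rat TrxR1 (90 nM in the dispensed reagent) was pre-reduced with 400 uM NADPH for 5 min at room temperature, then incubated with compound for 15 min. After 400 uM selenite was added, NADPH fluorescence (Ex 340/Em 450 nm) was followed for 8 min.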
TRHR PAM: allosterically enhances the human TRH receptor. P34981. TRHR cells, fluo-8 calcium fluorescence, EC20 TRH enhancement. enhancement, % at 2 µM. 360,000 tested, 0.66% active. AID 493056; in the data active means enhancement above about 30%; further: 0% is about no effect
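TRHR-expressing cells loaded with fluo-8 calcium dye were read kinetically (ex 480/em 530) during compound addition, then stimulated with an EC20 of TRH (10 nM final). Enhancement of the Gq-mediated intracellular calcium response was scored.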
TRHR agonist: TRH receptor (human) agonism; P34981; TRHR cells, calcium flux fluo-8, FDSS agonist mode; activation, % at 2 µM; 360,000 tested, 0.18% active; in the data active means activation above about 30%; further: 0% is about no effect
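Fluo-8-loaded TRHR cells; 10 s baseline, compound added, kinetic Ca2+ fluorescence read 1/s, agonist mode.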
USP1 inh: inhibitors of human USP1/UAF1 deubiquitinase | recombinant USP1/UAF1, Ub-Rhodamine cleavage fluorescence | Potency, µM (top dose mostly 57.1 µM), without a hit: at the highest dose activity change, negative = inhibition, hits mostly inhibitors | 390,000 tested, 0.23% active | AID 743255; further: potency means the concentration at half of the fitted maximal effect; on the % scale 0 is the no-effect control and ±100 the full control effect; nearly all actives have a fitted effect of over 60% in size; inactives centre near -12
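High-throughput fluorogenic screen: 1nM USP1/UAF1 complex, Ub-Rho substrate 150nM final, 50mM HEPES pH 7.8 with 0.5mM EDTA, 0.1 mg/ml BSA, 1mM TCEP and 0.01% Tween-20.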
D2 antagonist: antagonists of human D2 dopamine receptor; inhibition, % at 10 µM; 340,000 tested, 2% active; P14416; HEK293 TREx D2 cells, calcium flux, dopamine EC80; in the data active means inhibition above about 30%; further: 0% is about no effect
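In this primary screen, negative modulation is detected by tracking calcium flux after an EC80 dopamine challenge in inducible HEK293 T-REx D2 cells preexposed to test compound for 180 s.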
PI4K2A block: blocks human PI4K2A kinase activity; Q9BTU6; purified PI4K2A, ADP-Glo luminescence, 1 h; stronger effect = lower value; activity change, negative = inhibition, % at 76.9 µM; 420,000 tested, 0.13% active; in the data active means activity change below about -50%; inconclusive means mostly about -30% to -49%;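 further: -100% = wells without enzyme as full effect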
Target sequence (Q9BTU6 whole entry, looked up): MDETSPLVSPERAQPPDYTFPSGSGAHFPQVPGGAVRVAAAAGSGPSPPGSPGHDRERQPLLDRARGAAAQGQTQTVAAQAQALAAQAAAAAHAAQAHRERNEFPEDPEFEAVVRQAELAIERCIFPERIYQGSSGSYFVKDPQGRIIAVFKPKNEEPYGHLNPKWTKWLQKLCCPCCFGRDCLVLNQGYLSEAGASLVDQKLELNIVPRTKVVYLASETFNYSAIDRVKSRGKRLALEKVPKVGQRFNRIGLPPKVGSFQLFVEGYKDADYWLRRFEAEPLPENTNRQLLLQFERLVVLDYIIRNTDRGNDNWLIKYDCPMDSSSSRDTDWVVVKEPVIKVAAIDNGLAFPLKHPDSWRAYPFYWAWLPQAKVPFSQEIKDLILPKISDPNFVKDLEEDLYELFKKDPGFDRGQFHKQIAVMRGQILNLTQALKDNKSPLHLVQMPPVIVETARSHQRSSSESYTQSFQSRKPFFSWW
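Compounds are screened against recombinant PI4K2A using PI as substrate and ATP, the latter dispensed at 300 microM. Reactions run one hour at ambient temperature before ADP-Glo detection; full inhibition defined by wells lacking enzyme.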
mIDH1 inhibitor: inhibitors of human mutant IDH1 R132H; O75874; IDH1-R132H enzyme, NADPH consumption, diaphorase/resazurin fluorescence; Potency, µM (highest dose often 76.6 µM), for inactives: at the top dose activity change, negative = inhibition, usual class: inhibitors; 390,000 tested, 0.093% active; AID 602179; further: potency means the concentration at half of the fitted maximal effect; on the % scale 0 is the no-effect control and ±100 the full control effect; nearly all actives have a fitted effect of over 65% in size
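IDH1-R132H (0.5 ug/mL) preincubated 30 min with compound, then NADPH (0.016 mM) and alpha-KG (2 mM) added; 80 min at RT, pH 7.5. Remaining NADPH coupled via diaphorase/resazurin to fluorescence (540/590 nm); concentration-response curves normalized to no-enzyme control.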
* = called active by the depositor; ? = inconclusive; . = no result given; [ ] = remark or other dose. Unless noted, the call rests on the fitted dose curve; in most records, active means well fitted inhibition curve with a large enough effect; inconclusive means small, poorly fitted or top-dose-only effect; inactive means no such curve, though single readings can be large or run the other way.

The first 6 entries as a preview:
canonical_smiles | D2 agonist | TrxR1 substrate | TrxR1 inh | TRHR PAM | TRHR agonist | USP1 inh | D2 antagonist | PI4K2A block | mIDH1 inhibitor
Cc1cccc(NC(=O)C2c3ccccc3Oc3ccccc32)n1 | 0.2 | 1% | 18% | -2 | 0.1 | -23% | -16 | -8 | 14%
COc1ccccc1NC(=O)C1=C(C)Nc2nc(CCCO)nn2C1c1cccc(O)c1 (stereo unspecified) | -0.3 | 1% | 11% | 2 | 0.7 | 3% | . | 2 | 2%
Cc1ccc2[nH]c(CN3CCC(CO)(CC4CCCCO4)CC3)c(C)c2c1 (stereo unspecified) | 1.5 | 5%[57.1 µM] | 7%[57.1 µM] | 1 | 7.6 | 6% | -3 | -4 | 1%
O=C(Cc1ccccc1)Nc1c(C(=O)Nc2ccccc2F)oc2ccccc12 | 0.4 | 13% | 15% | -4 | 0.5 | -15% | . | 2 | -5%
c1ccc2c(c1)c1c(c3ccccc32)CN2CCCC2C1 (stereo unspecified) | . | 28%[57.1 µM] | 40%[57.1 µM] | . | . | -12% | . | 2 | 12%
NC(=O)CN1CCOCCOCCN(CC(N)=O)CCOCCOCC1 | -0.3 | -1% | -6% | 55* | -0.7 | -6% | 4 | 0 | 13%

Main list, repeating the preview:
canonical_smiles | D2 agonist | TrxR1 substrate | TrxR1 inh | TRHR PAM | TRHR agonist | USP1 inh | D2 antagonist | PI4K2A block | mIDH1 inhibitor
Cc1cccc(NC(=O)C2c3ccccc3Oc3ccccc32)n1 | 0.2 | 1% | 18% | -2 | 0.1 | -23% | -16 | -8 | 14%
COc1ccccc1NC(=O)C1=C(C)Nc2nc(CCCO)nn2C1c1cccc(O)c1 (stereo unspecified) | -0.3 | 1% | 11% | 2 | 0.7 | 3% | . | 2 | 2%
Cc1ccc2[nH]c(CN3CCC(CO)(CC4CCCCO4)CC3)c(C)c2c1 (stereo unspecified) | 1.5 | 5%[57.1 µM] | 7%[57.1 µM] | 1 | 7.6 | 6% | -3 | -4 | 1%
O=C(Cc1ccccc1)Nc1c(C(=O)Nc2ccccc2F)oc2ccccc12 | 0.4 | 13% | 15% | -4 | 0.5 | -15% | . | 2 | -5%
c1ccc2c(c1)c1c(c3ccccc32)CN2CCCC2C1 (stereo unspecified) | . | 28%[57.1 µM] | 40%[57.1 µM] | . | . | -12% | . | 2 | 12%
NC(=O)CN1CCOCCOCCN(CC(N)=O)CCOCCOCC1 | -0.3 | -1% | -6% | 55* | -0.7 | -6% | 4 | 0 | 13%
Cc1ccc(NC(=O)CC2SC(=NCC3CCCO3)NC2=O)cc1Cl (stereo unspecified) | -0.2 | 10%[57.1 µM] | 8%[57.1 µM] | -7 | -0.2 | 2% | -5 | 4 | 5%
O=C(Nc1ccc(-c2n[nH]c(=S)o2)cc1)c1ccccc1 | . | 0% | -6% | 6 | 0.6 | -23% | . | -2 | 11%
Cc1ccc(CNC(=O)c2cc(S(=O)(=O)N3CCCC3)cn2C)cc1 | -0.4 | 3%[57.1 µM] | 13%[57.1 µM] | 2 | 0.4 | -21% | -9 | 0 | 10%
C=CC[C@@H](CC(=O)N(CCO)Cc1ccccc1)C(=O)NCCOC(=O)[C@H](CC=C)CC(=O)OC(C)(C)C | . | 9% | 9% | . | . | -18% | . | -1 | 15%
CCOc1ccccc1CNC(=O)Cn1ccc2cc(S(=O)(=O)N3CCC(C)CC3)ccc21 | 0.1 | 1% | 6% | -3 | 1.2 | -32% | -5 | 1 | -12%
CCC(C)N(C(=O)COC(=O)c1cn(CC)c2nc(C)ccc2c1=O)C1CCS(=O)(=O)C1 (stereo unspecified) | 1.2 | -6% | 6% | 10 | -0.6 | -3% | -16 | 5 | 3%
CCOc1ccc(CO[C@@H]2O[C@H](CO)[C@@H](O)[C@H](O)[C@H]2NC(C)=O)cc1OC | 0.8 | 8%[57.1 µM] | 5%[57.1 µM] | 1 | 0.8 | -19% | -16 | 1 | -3%
COc1ccc(OC)c(NC(=O)N2CC3CCCN3c3ccccc32)c1 (stereo unspecified) | -0.4 | 3%[57.1 µM] | 16%[57.1 µM] | 7 | -0.2 | -10% | . | -1 | 4%
COc1ccc(CN(C)C(=O)CCN=C2NS(=O)(=O)c3ccccc32)c(OC)c1 | 0.6 | 2% | 6% | 4 | 0.0 | -11% | 8 | 4 | -5%
CC1(C)OC(c2ccccc2)=C/C(=C\C=N\NC(=O)c2ccncc2)O1 | 0.7 | 0%[57.1 µM] | 19%[57.1 µM] | 2 | 0.8 | -11% | -5 | 1 | 1%
COc1ccccc1CNC(=O)CCn1nc(C)c2c(C)n(-c3ccccc3)nc2c1=O | 0.0 | 3% | 18% | -2 | -0.4 | -5% | . | -12 | -11%
O=C(Nc1ncn[nH]1)c1cccc(S(=O)(=O)N2CCOCC2)c1 | 0.6 | 9%[57.1 µM] | 22%[57.1 µM] | 3 | 0.0 | -15% | -1 | -2 | -2%
Cc1ccccc1N=Nc1ccc(O)c2ncccc12 | -2.1 | -10% | -10% | 1 | -1.0 | 5% | -6 | -3 | 9%
CC(OC(=O)CNS(=O)(=O)/C=C/c1ccccc1)C(=O)Nc1ccc(S(=O)(=O)N2CCCC2)cc1 (stereo unspecified) | -0.1 | -8% | 2% | -5 | 0.4 | -21% | 7 | 1 | 2%
O=C(NCc1cc(C(F)(F)F)cc(C(F)(F)F)c1)C1CC(c2cccc([N+](=O)[O-])c2)=NO1 (stereo unspecified) | -1.2 | 7% | 5%[57.1 µM] | 10 | -1.1 | ? | 11 | -4 | 16%
COc1ccc(/C=C/C(=O)NCCCN2CCCCCC2)cc1 | . | -1% | -9% | 3 | 0.4 | -18% | . | 4 | 2%
COc1ccc(NC(=O)Nc2cccc3c2O[C@H](CN(C)C(=O)Nc2ccc4c(c2)OCO4)[C@@H](C)CN([C@H](C)CO)C3=O)cc1 | . | -1% | 3% | . | . | -30% | . | -1 | 12%
c1ccc(-c2nnc3n2N=C(c2ccc4c(c2)OCO4)CS3)nc1 | -1.1 | -5% | -7% | 3 | -0.6 | -26% | -3 | 5 | 2%
Cc1cc(C)n(C(=O)c2cccc(S(=O)(=O)N3CCOCC3)c2)n1 | -1.7 | 8%[57.1 µM] | 8%[57.1 µM] | 1 | 0.4 | -15% | 14 | 6 | 5%
COc1ccc(Oc2c(C(F)(F)F)oc3c(CN4CCCC(C)C4)c(O)ccc3c2=O)cc1 (stereo unspecified) | . | -6% | 1% | -7 | 0.3 | 18% | . | -8 | 17%
CCN(CC)C(=O)[C@H]1C[C@H](CC(=O)NCCc2ccccn2)C(=O)N2CCc3c([nH]c4cc(-c5ccco5)ccc34)[C@]12C | . | 41%[activator] | 2% | . | . | -7% | . | -15 | 2%
CC(C)N(C(=O)Cn1c(SCC(=O)NCc2ccc3c(c2)OCO3)nc2ccccc21)C(C)C | -0.1 | -4% | 23%[57.1 µM] | 1 | -0.5 | -17% | 12 | 1 | 1%
Cc1ccc(NC(=O)c2sccc2C)cc1[N+](=O)[O-] | -0.1 | 0%[57.1 µM] | -2%[57.1 µM] | 2 | 0.0 | -20% | -1 | -2 | 12%
CCOC(=O)C(O)(NC(=O)c1cccnc1)C(F)(F)F (stereo unspecified) | 1.2 | 9%[57.1 µM] | 7%[57.1 µM] | 1 | 0.6 | -18% | -8 | 0 | 3%
CCOc1ccc(CCNC(=O)C2CCN(C(=O)c3cc4sccc4n3CC)CC2)cc1OCC | 0.6 | 3% | 10% | -14 | 0.1 | -4% | . | -2 | -8%
CCCN1C(=O)c2ccc(C(=O)NC3=NCCS3)cc2C1=O | -0.3 | -12% | 5% | -7 | -0.1 | 5% | -17 | -12 | 4%
O=C(CCNS(=O)(=O)c1cccs1)NCc1cccs1 | -0.7 | 13%[57.1 µM] | 9%[57.1 µM] | 3 | 0.0 | -16% | -19 | 2 | 2%
CCOC(=O)c1[nH]c(C)c(C(=O)N2CCOCC2)c1C | 1.1 | -4%[57.1 µM] | -9%[57.1 µM] | 4 | 0.4 | ? | 3 | 1 | -10%
COc1ccc(N2CCN(C(=O)CS(=O)Cc3nc(-c4ccc(OC)c(OC)c4)oc3C)CC2)cc1 (stereo unspecified) | 0.3 | 2% | -3% | 2 | 1.0 | -26% | -30 | 4 | -3%
O=C(Nc1ccc2c(c1)CCCN2C(=O)c1ccccc1)c1ccccc1 | -1.4 | -5% | 7% | -7 | -0.3 | -14% | -7 | -14 | -5%
Cc1cccc(C(=O)NCC(=O)OC(C)C(=O)Nc2ccc(Cl)cn2)c1 (stereo unspecified) | 2.2 | 4% | 6% | -6 | -0.2 | -8% | 37* | 1 | 3%
O=C(CCn1cnc2onc(-c3ccc(F)cc3)c2c1=O)Nc1cccc(C(F)(F)F)c1 | 2.3 | -8% | 11% | -4 | 2.1 | 6% | . | 0 | -17%
Cc1cc2nc(C3CCCN(C(=S)Nc4ccccc4)C3)[nH]c2cc1C (stereo unspecified) | -1.0 | -2% | -5% | -4 | 1.3 | -13% | 31* | -9 | 0%
CCOc1ncccc1C(=O)N1CCN(c2cc(Cl)ccc2C)CC1 | -0.1 | 5%[57.1 µM] | 22%[57.1 µM] | 3 | -3.3 | ? | -14 | 13 | -6%
O=C(CSc1nnc2scc(-c3ccc(Cl)cc3)n12)Nc1ccc(F)cc1 | . | 4% | 18% | 4 | -0.3 | -15% | . | 4 | .

Not a hit list; any-hit rate near 3.9%.
